Screening results from PubChem BioAssay.
Pol eta inh: inhibitors of human DNA polymerase eta; Q9Y253; recombinant Pol eta, fluorescent DNA replication assay; Potency, µM (series often up to 114 µM), for inactives: at the top dose activity change, negative = inhibition, most hits filed as inhibitors; actives 1.2% (n = 390,000); active = well fitted inhibition curve with a large enough effect; inconclusive = small, poorly fitted or top-dose-only effect, or another doubt; inactive = no such curve, though single readings can be large or run the other way
Target sequence (Q9Y253 whole entry, looked up): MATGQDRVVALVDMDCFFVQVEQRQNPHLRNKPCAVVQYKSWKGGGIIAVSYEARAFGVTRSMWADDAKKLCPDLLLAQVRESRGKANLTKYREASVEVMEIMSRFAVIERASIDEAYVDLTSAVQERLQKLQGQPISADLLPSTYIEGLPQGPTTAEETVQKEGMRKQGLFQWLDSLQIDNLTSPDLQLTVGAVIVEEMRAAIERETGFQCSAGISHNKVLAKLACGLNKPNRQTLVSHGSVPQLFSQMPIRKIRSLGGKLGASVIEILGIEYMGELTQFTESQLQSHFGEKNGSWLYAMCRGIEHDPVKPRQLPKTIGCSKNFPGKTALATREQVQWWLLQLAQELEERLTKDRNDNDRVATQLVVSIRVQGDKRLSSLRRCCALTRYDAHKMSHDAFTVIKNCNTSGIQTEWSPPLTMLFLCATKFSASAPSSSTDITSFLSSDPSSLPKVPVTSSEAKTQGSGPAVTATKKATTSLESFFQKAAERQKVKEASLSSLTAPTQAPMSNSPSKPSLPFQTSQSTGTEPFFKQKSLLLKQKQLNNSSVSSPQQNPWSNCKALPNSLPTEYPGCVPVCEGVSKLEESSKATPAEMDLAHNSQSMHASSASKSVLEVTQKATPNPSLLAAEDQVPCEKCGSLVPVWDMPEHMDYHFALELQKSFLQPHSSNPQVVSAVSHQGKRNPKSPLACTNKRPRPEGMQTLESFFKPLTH
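Pol eta (10 nM) was preincubated with compounds for 15 min at room temperature, after which fluorescent replication substrate (50 nM final) was added to start the reaction. Fluorescence was read kinetically at 0 and 10 min.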
Active calls of the source: *; ? = inconclusive. % is scaled to controls: 0 for no effect and ±100 for the full control effect; potency is read from the fitted curve at half-maximal effect. These rows are one share of the data, so the mix of outcomes need not match the whole.

No.	mol	Pol eta inh
1	C[C@H](CO)N1C[C@H](C)[C@H](CN(C)C(=O)Nc2cccc3ccccc23)OCc2cnnn2CCCC1=O	-16%
2	CCCCN(CCCNC(=O)c1ccc2c(c1)NC(=O)CN2C)c1ccccc1	-25%
3	O=C(CCNS(=O)(=O)c1ccc(F)cc1)N1CCN(c2ncccn2)CC1	-1%
4	Cc1cc(C(=O)COc2ccc(Br)cc2F)c(C)n1CC1CCCO1 (stereo unspecified)	4%
5	C#CCN(C[C@H]1[C@H](OC(=O)Nc2c(C)noc2C)[C@H](OC(=O)Nc2c(C)noc2C)C[C@@H](C(=O)OC)[C@H]1C(=O)OC)S(=O)(=O)c1ccc(C)cc1	-3%
6	O=S(=O)(NCCS(=O)(=O)N1CCN(c2ccc(F)cc2)CC1)c1ccc(F)cc1	-10%
7	C#CCN(C[C@@H]1[C@@H](OC(=O)NCc2ccco2)[C@@H](OC(=O)NCc2ccco2)Cn2c(=O)ccc(=O)n21)S(=O)(=O)c1ccc(C)cc1	-14%
8	Cc1ccc2nc3n(c(=O)c2c1)-c1cc2ccccc2cc1C(=O)NC3Cc1ccc(O)cc1 (stereo unspecified)	-3%
9	Cc1cccc(CN2CCC(n3nccc3NC(=O)CCCc3ccccc3)CC2)c1	-12%
10	COc1cccc(C(=O)N2C(C(C)C)COc3cc(Br)ccc3S2(=O)=O)c1 (stereo unspecified)	-3%
11	COc1ccccc1S(=O)(=O)N(C)C[C@H]1OCc2cn(nn2)CCCC(=O)N([C@H](C)CO)C[C@@H]1C	-6%
12	CCCCC1(CC(=O)OCC)SCCN1C(N)=O (stereo unspecified)	-11%
13	Cc1noc(C)c1NC(=O)N(C)C[C@@H]1Oc2cc(Br)ccc2S(=O)(=O)N([C@H](C)CO)C[C@@H]1C	4%
14	CN1C(=O)[C@H]2[C@@H](c3ccc(C(F)(F)F)cc3)N[C@]3(CCCN(Cc4ccc(F)cc4)C3=O)[C@H]2C1=O	-4%
15	COc1cc(C=C2CN(C)C(=O)C2=O)ccc1O	-19%

Reprinted from the part before: 7 compounds, followed by the next part.
No.	mol	Pol eta inh
9	Cc1cccc(CN2CCC(n3nccc3NC(=O)CCCc3ccccc3)CC2)c1	-12%
10	COc1cccc(C(=O)N2C(C(C)C)COc3cc(Br)ccc3S2(=O)=O)c1 (stereo unspecified)	-3%
11	COc1ccccc1S(=O)(=O)N(C)C[C@H]1OCc2cn(nn2)CCCC(=O)N([C@H](C)CO)C[C@@H]1C	-6%
12	CCCCC1(CC(=O)OCC)SCCN1C(N)=O (stereo unspecified)	-11%
13	Cc1noc(C)c1NC(=O)N(C)C[C@@H]1Oc2cc(Br)ccc2S(=O)(=O)N([C@H](C)CO)C[C@@H]1C	4%
14	CN1C(=O)[C@H]2[C@@H](c3ccc(C(F)(F)F)cc3)N[C@]3(CCCN(Cc4ccc(F)cc4)C3=O)[C@H]2C1=O	-4%
15	COc1cc(C=C2CN(C)C(=O)C2=O)ccc1O	-19%
16	Cc1ccc(S(=O)(=O)N(C)C)cc1NC(=O)C(C)OC(=O)CC1CC2CCC1C2 (stereo unspecified)	-6%
17	Cc1cccc(NC(=O)c2cccc(S(=O)(=O)N(C)C3CCCCC3)c2)n1	-25%
18	CCc1nc(NCC2CC2)c2nnn(Cc3ccccc3)c2n1	-1%
19	COc1ccc(S(=O)(=O)N2CCC(C(=O)NN3CCCCC3)CC2)cc1	-9%
20	Cc1noc(C)c1S(=O)(=O)N(C)C[C@H]1OCc2cnnn2CCCC(=O)N([C@H](C)CO)C[C@@H]1C	-21%
21	CC1=C(C(=O)N2CCOCC2)CC(CC(=O)NC(c2ccccc2)c2ccccc2)C(=O)N1Cc1ccc(C(C)(C)C)cc1 (stereo unspecified)	-22%
22	CCCc1cc(NCCOCCO)n2c(nc3ccccc32)c1C#N	-6%
23	COc1ccc(C(=O)C2CCCN(C(=O)Cn3nc(C)nc3C)C2)cc1F (stereo unspecified)	-4%
24	COC(=O)C1CCN(S(=O)(=O)CCNC(=O)c2ccccc2)CC1	-9%
25	C[C@@H]1CN([C@H](C)CO)C(=O)c2c(c3ccccc3n2C)-c2ccccc2CO[C@H]1CN(C)Cc1ccc2c(c1)OCCN2C	-11%
26	Cc1ccccc1C(C)(O)c1cnc(C)n1Cc1ccccc1 (stereo unspecified)	-18%
27	CCN(C(=O)COC(=O)CNS(=O)(=O)c1ccc(C)cc1)C1CCS(=O)(=O)C1 (stereo unspecified)	2%
28	Cc1ccc(Cc2c(-c3ccc(Cl)cc3)nc3ccc(Cl)cn23)cc1	-19%
29	O=C(NCc1nnnn1-c1ccc(F)cc1)c1cc2ccccc2o1	-1%
30	Cc1ccc(CS(=O)Cc2ccc(C(=O)N3CCN(c4cccc(C)c4C)CC3)o2)cc1 (stereo unspecified)	-25%

(next part)
No.	mol	Pol eta inh
31	Cc1ccc([C@H]2C[C@@H](O)[C@H](n3cc(COC(=O)c4ccccc4)nn3)CN2CC2CCCCC2)cc1	-15%
32	Cc1cc(C)c(S(=O)(=O)N2CCOC23CCN(S(C)(=O)=O)CC3)c(C)c1	-15%
33	Cc1coc2c(C)c3oc(=O)c(CCC(=O)N[C@H](C(=O)O)C(C)C)c(C)c3cc12	?
34	COc1ccccc1/C=N/Nc1nc(C)cc(=O)[nH]1	-1%
35	CC(=O)Nc1ccc(C(=O)OCC(=O)NC2CCCCCC2)cc1	-4%
36	CSc1ncccc1C(=O)OCC(=O)N(C)Cc1ccc(C)cc1	-14%
37	Cc1noc(C)c1NC(=O)N(C)C[C@@H]1OCc2cnnn2CCCC(=O)N([C@@H](C)CO)C[C@H]1C	-19%
38	O=C(NCCNC(=O)c1ccc(-c2cccc(Cl)c2)o1)c1cnccn1	-3%
39	O=C(COC(=O)c1cccc(F)c1)Nc1cccc(S(=O)(=O)N2CCCCC2)c1	-20%
40	Cc1ccc([C@H]2N[C@]3(CCCN(Cc4ccc(C(F)(F)F)cc4)C3=O)[C@H]3C(=O)N(Cc4ccccc4)C(=O)[C@@H]23)cc1	-19%
41	COc1ccc(CC(=O)NCCc2ccc3c(c2)OCO3)cc1OC	-15%
42	CC(=O)Nc1ccc(S(=O)(=O)N(CC(=O)NCC2CCCO2)Cc2ccccc2Cl)cc1 (stereo unspecified)	-7%
43	O=C(COC(=O)C1COc2ccccc2O1)c1ccccc1 (stereo unspecified)	-3%
44	CC1=C(C(=O)N2CCOCC2)CC(CC(=O)NC2CCCC2)C(=O)N1CCCN1CCCC1=O (stereo unspecified)	-2%
45	Cc1cc(OC(=O)Nc2ccccc2)ccc1Cl	-16%

Next part:
No.	mol	Pol eta inh
46	COc1ccc(C(=O)NCC(=O)OCC(=O)c2c[nH]c3ccccc23)cc1	-7%
47	Cc1cc(C)c(C)c(S(=O)(=O)N2CCNC(=O)C2)c1C	-5%
48	CCN(CC)C(=O)C1=C(C)N(Cc2ccc(OC)cc2)C(=O)C(CC(=O)NCCCCc2ccccc2)C1 (stereo unspecified)	-10%
49	O=C(OCc1cn([C@@H]2C[C@H](c3ccc(Cl)cc3)N(CC3CCCCC3)C[C@H]2O)nn1)c1ccccc1	8%
50	O=C(c1ccccc1)N1CCN(c2cc(-c3ccccc3)nc3cc(-c4cccc(Cl)c4)nn23)CC1	-23%
51	COc1cc(C=NN2CCCCC2)cc(OC)c1OC	-24%
52	C[C@H](CO)N1C[C@H](C)[C@@H](CN(C)Cc2ccc(-c3ccccc3)cc2)OCc2cnnn2CCCC1=O	-4%
53	O=C(c1cccs1)N1C[C@@H](n2cc(-c3ccc(F)cc3)nn2)[C@H](O)C[C@@H]1c1ccccc1	-21%
54	O=C(Nc1cc(Cl)ccc1N1CCOCC1)c1ccc2c(c1)OCO2	-19%
55	CCCCCC(=O)OCc1ccc(C2=CC(=O)CC(C)(C)C2=O)cc1	?
56	Cc1ccc(S(=O)(=O)N2C[C@H]3n4c(=O)ccc(=O)n4C[C@H](OC(=O)Nc4cccs4)[C@@]3(O)C2)cc1	?
57	O=C(NCc1ccccn1)C1CCN(C2CCN(Cc3cccc(F)c3)CC2)CC1	-9%
58	Cc1ccc(CN2CCC[C@]3(N[C@H](c4ccc(C)cc4)[C@@H]4C(=O)N(C)C(=O)[C@@H]43)C2=O)cc1	-8%
59	CC(=NO)c1cc(Br)c2cccc3c2c1CC3	-21%
60	COc1ccc(NC(=O)Cn2c([N+](=O)[O-])cnc2C)c(OC)c1	4%

Next section
No.	mol	Pol eta inh
61	Cc1ccc(CNC(=O)c2ccc(S(=O)(=O)N3CCCC3)cc2)cc1	-4%
62	CC1CCN(S(=O)(=O)c2cc(C(=O)N3CCN(c4ccccc4)CC3)ccc2Br)CC1	-14%
63	O=C(OCC(=O)N1CCNC1=O)c1ccccc1Cl	1%
64	Nc1ccccc1SC(CC(=O)c1ccccc1)c1cccc([N+](=O)[O-])c1 (stereo unspecified)	-21%
65	COc1ccc(OC)c(C=NNC(=O)NN=Cc2cc(OC)ccc2OC)c1	?
66	COc1ccc([C@H]2C[C@H](n3cc(C4CC4)nn3)[C@@H](O)CN2C(=O)C2CCCCC2)cc1	7%
67	Nc1nc(N=Nc2ccc(O)cc2)cc(=O)[nH]1	-11%
68	CC(=O)Oc1ccc(N(C(C)=O)S(=O)(=O)c2ccccc2)c2ccccc12	-7%
69	C[C@H]1CN([C@@H](C)CO)C(=O)CCCn2cc(nn2)CO[C@@H]1CN(C)C(=O)Nc1cccc2ccccc12	-9%
70	Cc1ccc2c(=O)n3c(nc2c1)C(CC(C)C)NC(=O)c1cccnc1-3 (stereo unspecified)	-9%
71	Cc1ccc(NC(=O)c2nc[nH]c2C(=O)Nc2ccccc2F)cc1	-6%
72	C/C(=N\NC(=O)c1nnn(-c2nonc2N)c1CSc1ccc(C)cc1)c1cccs1	-11%
73	Cc1ccc(NC(=O)CN2CCN(S(=O)(=O)c3ccc4c(c3)OCCO4)CC2)c(C)c1	-5%
74	O=C(C1CN(C(=O)c2cc3ccccc3o2)c2ccccc2O1)N1CCCCC1 (stereo unspecified)	1%
75	COc1ccc([C@H]2C[C@@H](n3cc(COC(=O)c4ccccc4)nn3)[C@H](O)CN2CC2CCCCC2)cc1	-15%

(next part)
No.	mol	Pol eta inh
76	CCc1ccccc1NC(=O)CSc1nc2cc(C(=O)NCC3CCCO3)ccc2c(=O)n1CC1CCCO1 (stereo unspecified)	-1%
77	CCN1C(=O)[C@H]2[C@@H](c3ccc(OC)cc3)N[C@]3(CCCN(Cc4ccc(Br)cc4)C3=O)[C@H]2C1=O	-5%
78	CSC[C@H]1CN(Cc2ccccc2)C(=O)[C@@H]1CC(=O)Nc1ccccc1	-19%
79	COc1ccc(CCNC(=O)C(=O)c2cn(CC(=O)N3CCCC3)c3ccccc23)cc1	-17%
80	COc1cc(NC(=O)c2sc3ncn(CC(=O)N4CCCCC4C)c(=O)c3c2C)cc(OC)c1OC (stereo unspecified)	-21%
81	Cc1ccccc1NC(=O)CN1CCN(c2ccc(F)cc2)CC1	2%
82	CCC(C)n1c(SCC(=O)NC2CC2)nc2ccccc2c1=O (stereo unspecified)	-10%
83	COc1cccc(/C=C/C(=O)N2CCN(S(=O)(=O)c3ccccc3)CC2)c1	-8%
84	O=C1NC(=O)C(=C2CCOC2=O)N1	-18%
85	COc1ccc(CN2CCN(Cc3c[nH]c4ccccc34)CC2)cc1OC	-3%
86	Cc1ccc(NS(=O)(=O)c2ccc(-c3coc(C)n3)cc2)c(Cl)c1	-7%
87	C#CCN(C[C@H]1[C@H](OC(=O)NCc2ccccc2)[C@H](OC(=O)NCc2ccccc2)C[C@@H](C(=O)OC)[C@H]1C(=O)OC)S(=O)(=O)c1ccc(C)cc1	-19%

From no. 1 up to 4, as listed above:
No.	mol	Pol eta inh
1	C[C@H](CO)N1C[C@H](C)[C@H](CN(C)C(=O)Nc2cccc3ccccc23)OCc2cnnn2CCCC1=O	-16%
2	CCCCN(CCCNC(=O)c1ccc2c(c1)NC(=O)CN2C)c1ccccc1	-25%
3	O=C(CCNS(=O)(=O)c1ccc(F)cc1)N1CCN(c2ncccn2)CC1	-1%
4	Cc1cc(C(=O)COc2ccc(Br)cc2F)c(C)n1CC1CCCO1 (stereo unspecified)	4%
